# Screening results from PubChem BioAssay.
# MITF act – MITF TRPM1 promoter activation in melanoma cells | SK-MEL-5 TRPM1-promoter luciferase, 24 h; % of positive control, neutral wells = 0 | 300,000 tested, 0.75% active | activation, % at 12.5 µM | AID 588334;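 active = mean activation of at least 80% with every replicate also reaching 80%; inconclusive = mean reaches 80% but some replicate falls short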;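 note: 0% = neutral control wells and 100% = parthenolide positive control wells; values of inactives mirror those of a sister screen read the other way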
# cardiac RTF act – increases calcium sensitivity of human cardiac regulated thin filaments. 340,000 tested, 0.24% active. activation, % at 7.2 µM. IANBD-labeled TnC RTF fluorescence at EC20 calcium; 0% EC20 calcium, 100% full calcium;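 active = activation above the mean over all tested compounds plus 3 SD, cut at about 30% in these data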;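 note: rise in fluorescence read as greater calcium sensitivity of cardiac thin filaments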
# Wnt bcat act – activators of Wnt/beta-catenin signaling; Wnt/beta-catenin reporter cell assay, activator, plate reader; activation, % at 9.35 µM; 300,000 tested, 1.2% active; AID 743398; in the data active = activation above about 30%, passing the limit was not always enough; inconclusive = no clear call, values can overlap the other calls;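 note: 0% = neutral control wells and 100% = positive control wells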
# CAL PDZ FP-1 – blocks peptide binding to human CAL PDZ domain; AID 504414; 330,000 tested, 0.02% active; inhibition, % at 20 µM; Q9HD26; purified CAL PDZ, TMR-peptide fluorescence polarization, 1 h;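 active = highest replicate inhibition of at least 40%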;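 note: plate controls were DMSO neutral control wells for no effect and unlabeled competitor peptide control wells for full effect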
#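 material = purified tagged CAL PDZ domain construct (CerCALP) | buffer or medium = sodium phosphate/NaCl buffer pH 7.4 with TCEP, IgG, Thesit | reagent = TMR-labelled reporter peptide T*-PRC34 bound in PDZ groove | incubation = 1 h room-temperature incubation prior to read | measured by = fluorescence polarization (mP) | evaluation = percent inhibition from loss of millipolarization | control set = unlabelled peptide and DMSO controls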
# V-ATPase pHluor – regulators of yeast V-ATPase proton transport; S. cerevisiae, pHLuorin cytosolic pH fluorescence; response, % at 10 µM; 350,000 tested, 0.37% active; AID 504577; in the data active = response mostly above about 7.3%, no sharp cut-off; inactive = mostly below about 5.4%; note: actives read high; inactives centre near 0; some compounds called inactive have numbers as strong as hits
# dFosB activator – mouse delta FosB homodimer activation; P13346; purified delta FosB, TAMRA-CDK5 oligo fluorescence polarization; percent of positive-control signal above neutral wells; 340,000 tested, 0.99% active; AID 493131; activation, % at 25 µM;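 active = mean activation above about 17%, with every replicate also reaching it, limit read from the data, passing the limit was not always enough; inconclusive = only one of the two conditions met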;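 note: fluorescence polarization rise as delta FosB binds a TAMRA Cdk5 AP-1 oligo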
# CAL PDZ FP-2 – inhibitors of human CAL PDZ peptide binding | Q9HD26 | purified CAL PDZ, TMR-peptide fluorescence polarization, 1 h | inhibition, % at 24.9 µM | 300,000 tested, 0.92% active | AID 602252;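 active = mean inhibition of at least 30% with at least half of replicates also reaching 30%; inconclusive = no clear call, values can overlap the other calls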;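 note: 0% = DMSO neutral control and 100% = excess unlabeled competitor peptide PRC23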
# CDK5 p35 inh – CDK5/p35 (human) kinase inhibition | Q00535+Q15078 | Recombinant CDK5/p35, ADP-Glo luminescence, 60 min | inhibition, % at 10 µM | 330,000 tested, 0.01% active;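 active = highest replicate inhibition of at least 50% and at least 75% of replicates reaching 50%; inconclusive = only one of the two criteria met; inactive = both criteria failed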;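 note: plate controls were DMSO neutral control for no effect and GW8510 at 10 µM for full effect; many of its hits are not listed in these tables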
# Target sequence (Q00535 whole entry, looked up): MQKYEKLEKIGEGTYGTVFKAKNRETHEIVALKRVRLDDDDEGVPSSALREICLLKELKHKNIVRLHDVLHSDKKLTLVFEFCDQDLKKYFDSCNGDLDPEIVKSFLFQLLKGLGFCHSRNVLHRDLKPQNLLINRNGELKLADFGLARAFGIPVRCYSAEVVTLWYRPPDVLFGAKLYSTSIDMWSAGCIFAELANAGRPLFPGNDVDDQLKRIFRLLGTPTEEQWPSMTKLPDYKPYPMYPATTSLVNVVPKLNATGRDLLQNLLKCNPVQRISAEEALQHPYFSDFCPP
# Target sequence (Q15078 whole entry, looked up): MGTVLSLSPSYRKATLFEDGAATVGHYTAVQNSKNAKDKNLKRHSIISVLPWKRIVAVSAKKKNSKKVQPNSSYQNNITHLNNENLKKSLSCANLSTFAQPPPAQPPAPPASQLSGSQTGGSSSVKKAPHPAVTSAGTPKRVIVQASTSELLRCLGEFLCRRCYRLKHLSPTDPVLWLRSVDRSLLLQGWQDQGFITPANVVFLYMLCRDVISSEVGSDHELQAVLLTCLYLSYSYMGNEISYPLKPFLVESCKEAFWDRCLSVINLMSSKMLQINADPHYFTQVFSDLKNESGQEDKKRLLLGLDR
# Tat export inh – blocks Tat-dependent protein export in E. coli; E. coli MC4100 TorA-mCherry Tat export, fluorescence; inhibition, % at 10 µM; 340,000 tested, 0.036% active;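 active = mean replicate inhibition at least 50% and at least half of replicates individually reaching 50%; inconclusive = only one of the two criteria met; inactive = neither criterion met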;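 note: exported cargo escapes ClpAP degradation while cytoplasmic cargo is degraded and loses fluorescence; 0% = median of neutral control wells and 100% = median of NaSCN control wells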
# Rtt109 Vps75 – inhibitors of Candida albicans Rtt109/Vps75 histone acetyltransferase; Q5AAJ8; purified Rtt109/Vps75, ThioGlo CoA-SH fluorescence, 4 h; inhibition, % at 34.9 µM; 330,000 tested, 0.16% active;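 active = inhibition of at least 50% in every replicate; inconclusive = best replicate reaches 50% inhibition but some replicates fall short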
# Target sequence (Q5AAJ8 whole entry, looked up): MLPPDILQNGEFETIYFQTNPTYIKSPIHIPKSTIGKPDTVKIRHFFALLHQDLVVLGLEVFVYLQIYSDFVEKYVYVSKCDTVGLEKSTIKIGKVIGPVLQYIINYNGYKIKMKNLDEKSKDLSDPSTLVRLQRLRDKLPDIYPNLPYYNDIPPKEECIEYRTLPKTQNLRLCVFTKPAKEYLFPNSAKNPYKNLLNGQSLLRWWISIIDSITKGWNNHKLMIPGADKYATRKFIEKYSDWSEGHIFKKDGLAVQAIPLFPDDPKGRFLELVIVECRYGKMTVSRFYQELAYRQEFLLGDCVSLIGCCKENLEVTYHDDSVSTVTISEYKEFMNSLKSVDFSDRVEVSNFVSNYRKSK
# An asterisk follows results filed as active; ? = inconclusive; nt = not tested or not shown.
SMILES,MITF act,cardiac RTF act,Wnt bcat act,CAL PDZ FP-1,V-ATPase pHluor,dFosB activator,CAL PDZ FP-2,CDK5 p35 inh,Tat export inh,Rtt109 Vps75
Cc1[nH]c2ccccc2c1/C=N/Nc1nncn1N,1,11,0,0.1,-4,0,0,-2.9,3,6
CCN(CC)C(=O)Cn1ccc(NC(C)=O)nc1=O,13,1,-2,0.3,1,5,4,-0.2,2,-5
Cc1ccc2c(c1)c(N=O)c(O)n2Cc1ccc(Cl)cc1,2,0,1,-0.6,3,-8,-5,1.0,-2,3
Cc1ccc(C(=O)NCCn2ccc3ccccc32)cc1[N+](=O)[O-],16,-4,0,-0.1,2,-11,-4,-2.7,-5,-2
COc1ccc(NC(=O)CCCNS(=O)(=O)c2cccs2)cc1,nt,1,nt,nt,-3,-4,-9,-1.2,-1,-4
COCCn1c(N)c(Sc2ccccc2[N+](=O)[O-])c(=O)[nH]c1=O,0,-2,-1,0.3,0,-4,0,0.0,1,-17
CSc1nc(O)cc(=O)n1-c1ccc(F)cc1,1,4,-2,-2.7,-2,-10,0,0.6,-7,3
COc1ccccc1OC(=O)CCc1nc2ccccc2s1,-2,0,2,-2.0,-73,-19,nt,-2.0,1,-2
O=C(COC(=O)C(O)c1ccccc1)NC12CC3CC(CC(C3)C1)C2 (stereo unspecified),0,4,nt,-1.8,-2,8,-3,0.6,-6,-6
COc1ccccc1C=NNc1nc(C)cc(=O)[nH]1,12,0,1,-0.6,-1,6,-2,1.0,-1,-3
Cc1cc(OCc2cc(C(=O)N3CCN(CC4CC4)CC3)no2)cc(C)c1Cl,12,14,1,-1.7,-2,-18,nt,-2.2,2,3
O=c1cc(N2CCC3(CC2)OCCO3)[nH]c(=O)n1-c1ccc(Cl)cc1,4,1,3,-0.2,-4,-2,-1,-2.3,7,-4
O=C(Nc1cccc(S(=O)(=O)N2CCCC2)c1)c1ccc2c(=O)n3c(nc2c1)CCCCC3,-27,-1,0,-4.0,-1,-15,2,-1.6,-10,8
Cc1cc(C)c2cc(C#N)c(N3CCCN(C(=O)c4cnccn4)CC3)nc2c1,-7,1,-3,-1.6,0,-9,1,-1.9,0,2
N#Cc1nc(Cc2cccc3ccccc23)oc1N1CCN(c2ccccc2)CC1,-13,-2,nt,0.3,-7,0,1,-1.0,-9,-15
CCc1nc(CNC(=O)C2CCC(=O)N(CCc3cccc(F)c3)C2)no1 (stereo unspecified),3,-1,-1,-2.1,-5,-1,-2,-1.3,-8,9
ClCc1csc(-c2ccccc2Cl)n1,6,-3,nt,-3.6,2,-6,-2,-0.9,-6,10
O=C(CN1CCN(S(=O)(=O)c2ccc(F)c(Cl)c2)CC1)N1CCOCC1,-6,-3,-3,0.2,-3,6,-2,0.3,-2,-16
Cc1ccccc1OCCCCCCN1CCNCC1,nt,-9,-3,-0.9,-3,8,nt,5.8,-5,7
CCn1nccc1C(=O)Nc1ccc(S(=O)(=O)NC23CC4CC(CC(C4)C2)C3)cc1,nt,3,-5,-0.9,-2,-17,-2,-0.4,34,7
c1ccc(C2Nc3ccccc3-c3nc4ccccc4n32)nc1 (stereo unspecified),21,5,37*,-1.6,-2,-3,1,1.3,1,-66
Cc1ncc([N+](=O)[O-])n1CC(=O)NC1CCCC1,8,3,-1,0.4,1,-16,-3,-1.5,-2,10
Cc1cc(C)cc(OCC(=O)OCC(=O)Nc2cc(S(=O)(=O)N3CCOCC3)ccc2Cl)c1,3,0,-1,0.4,2,-7,-13,-0.2,5,5
COc1ccc2nc(NCc3ccccc3)[nH]c2c1,14,0,5,-0.2,3,1,1,-2.2,-5,1
COc1ccc(CNC(=O)COC(=O)[C@H](Cc2ccccc2)NC(=O)c2cccs2)cc1,nt,-2,6,0.1,1,-16,-4,-1.6,5,-4
Cc1ccc(S(=O)(=O)NC(CC(C)C)C(=O)Nc2nccs2)cc1 (stereo unspecified),-3,2,nt,-1.3,-7,-2,nt,-1.5,-4,-3
CCCCN1C(=N)N([C@@H](C)CN2CCC[C@H]2CN2C(N)=NC[C@@H]2Cc2ccccc2)C[C@H]1[C@H](C)CC,20,8,-3,-0.5,-3,7,-1,2.9,-3,0
COCCN(C(=O)COC(=O)c1ccco1)c1c(N)n(Cc2ccccc2)c(=O)[nH]c1=O,-6,-1,-2,-1.9,6,4,-2,0.6,6,-8
COc1cc2cnc(-c3cccnc3)cc2cc1OC,33,1,2,-0.5,0,-25,2,2.5,-4,33
Cc1ccc(N(C)S(=O)(=O)c2ccc(-c3cc(C)no3)s2)cc1,-28,-4,-5,-2.0,0,-3,-2,-5.5,-1,-6
CCOC(=O)CSc1nc(N2CCOCC2)c2c(c1C#N)CC(C(C)C)OC2 (stereo unspecified),1,-7,1,1.8,-4,4,-2,1.0,8,1
CCCCOc1ccc(C(=O)N/C(=C/C=C/c2ccccc2)C(=O)O)cc1,-12,-4,-1,-0.8,0,-6,0,-0.4,-5,0
O=C(COc1ccc(F)cc1Cl)Nc1ccc(N2CCOCC2)cc1N1CCOCC1,12,-13,-4,-2.2,-1,-11,-2,-1.7,3,?
COc1cc(NC(=O)CCS(=O)(=O)c2ccc3c(c2)n(C)c(=O)c(=O)n3C)cc(OC)c1,7,3,-3,-0.9,-1,-3,0,0.2,-5,-1
O=C(OCCN1C(=O)c2ccccc2C1=O)[C@@H]1CC(O)CN1S(=O)(=O)c1ccccc1[N+](=O)[O-] (stereo partly specified),11,-4,1,-0.3,7,1,-5,-0.4,-5,-1
C/C(C/C(C)=C1/SC(=S)NC1=O)=C1\SC(=S)NC1=O,-3,-5,0,0.1,0,-17,-8,-17,-3,0
CCOC(=O)CSc1nnc2n(C3CCCCC3)c(=O)c3c4c(sc3n12)CCCC4,25,-1,-3,-2.2,1,-5,nt,-1.2,-6,2
Cc1cc(OCCn2cnc3ccccc3c2=O)ccc1[N+](=O)[O-],4,7,-1,-0.6,1,2,-5,-1.7,-1,1
CCCCn1c(N)c(N(CC(C)C)C(=O)C(C)SCc2nc3sc(C)c(C)c3c(=O)[nH]2)c(=O)[nH]c1=O (stereo unspecified),1,-12,-4,-0.3,3,-8,nt,1.5,-3,7
CCCc1cc(=O)oc2c(C)c(OCC(=O)N3CCC(C(=O)O)CC3)ccc12,1,4,-1,1.1,-1,0,4,-1.3,-1,9
COc1ccc(NC(=S)NC(=NS(=O)(=O)c2ccc(Cl)cc2)c2ccccc2)cc1,57,-4,13,-0.7,0,-10,-2,4.3,-4,-4
C=C1CCN(C(C(=O)OC)C(C)C)S(=O)(=O)c2ccccc21 (stereo unspecified),1,-4,-2,0.1,1,5,-2,-0.4,-5,6
CC(C)c1ccc(NC2CCCN(C(=O)CCc3cnn(C)c3)C2)cc1 (stereo unspecified),2,0,0,-2.3,0,2,2,-1.6,3,-3
Cc1ccc(NC(=O)CSc2nnc(Cn3cnc4ccccc43)o2)cc1,0,-4,3,-0.4,3,-1,8,0.9,-2,-8
O=C(CCc1nnc(-c2ccc3c(c2)OCO3)o1)N(Cc1ccncc1)CC1CCCO1 (stereo unspecified),-15,-5,0,-1.9,0,-2,2,0.0,-6,-18
O=c1ccc(/C=C/c2ccccc2)nn1Cc1ccccc1Cl,11,0,-4,-0.4,1,-9,-4,-1.9,5,-1
Brc1ccc(-c2csc(-c3ccncc3)n2)cc1,?,-1,55*,-2.6,2,-7,-1,0.9,4,-2
COC(=O)CCC(C)N1CCC(Oc2ccc(C(=O)NCc3ccccn3)cc2)CC1 (stereo unspecified),15,-6,-1,-1.9,-6,5,-1,nt,-3,-7
CC(C)C(O)(c1ccccc1)C(CN1CCOCC1)c1ccccc1 (stereo unspecified),-12,2,7,0.2,0,-8,-2,-0.7,-8,-3
Cc1c(NC(=O)c2ccc3c(c2)OCO3)cccc1-c1nc2ncccc2o1,nt,-5,0,-1.9,2,-11,nt,0.2,5,0
CN1CCN(C(=O)c2cc(-c3ccco3)on2)CC1,nt,6,nt,-2.1,-2,-5,-3,-0.4,7,0
Cc1cnc(CN(C)Cc2c(C(=O)N3CCCCCCC3)nc3ccc(Cl)cn23)[nH]1,-20,-3,1,-0.3,1,-7,2,-0.7,3,-1
CC(=O)c1cccc(NC(=O)c2cc(S(=O)(=O)N3CCOCC3)cs2)c1,-7,-2,1,-2.7,3,-4,3,-0.6,-1,2
Cc1cccc2c(=O)c(Br)c(C)n(Cc3ccccc3)c12,-13,1,0,-1.8,2,-6,-6,-0.3,-6,-9
CCOC(=O)C1CCCCN1C(=O)c1cc2ccc(OC)cc2c2cc(OC)c(OC)cc12 (stereo unspecified),3,3,-3,-1.4,0,-7,-2,0.7,3,0
CCCCN(C(=O)CNC(=O)c1ccco1)C(C(=O)NC1CCCCC1)c1ccc(OC)cc1OC (stereo unspecified),-9,5,-8,-1.1,0,-3,-1,-0.9,4,6
COc1ccc(C2CC(=O)C(C3NCCc4ccccc43)=C(O)C2n2cncn2)cc1 (stereo unspecified),-1,7,0,-3.7,-2,-7,-2,-1.8,3,35
C/C(=N/NC(=O)c1ccccn1)c1ccc(O)cc1,66,1,?,-2.1,-5,-1,-3,-5.3,1,-5
CC(=O)N1CCN=C1SCc1ccc(C(F)(F)F)cc1,14,-7,-2,0.2,-3,-4,-4,0.8,-3,19
CN(C)c1nc(C(=O)Nc2ccccc2)nc(N(C)C)n1,-12,1,0,-1.0,-3,-4,-6,0.8,1,0

# (next part)
SMILES,MITF act,cardiac RTF act,Wnt bcat act,CAL PDZ FP-1,V-ATPase pHluor,dFosB activator,CAL PDZ FP-2,CDK5 p35 inh,Tat export inh,Rtt109 Vps75
CCCOc1cc(C)c(Cl)cc1S(=O)(=O)N(CC)CC,7,11,nt,0.1,0,2,1,0.0,12,5
OCCn1cnc2c(SCc3ccccc3)ncnc21,33,-7,3,-1.8,4,-7,-7,-1.4,-3,2
O=C(CCCCCNC(=O)c1ccccc1Br)N=Nc1c(O)[nH]c2ccccc12,-6,-1,-1,-1.8,-1,-3,-2,0.6,-8,-4
Cc1cc(C)cc(OCCCC(=O)O)c1,7,0,-1,-3.2,1,-14,5,0.6,-4,1
O=C(O)CCCC(=O)Nc1ccc(OCc2nc3ccccc3s2)cc1,0,2,51*,-1.5,4,3,-4,0.5,-9,0
COc1ccc(-n2c(COc3cccc(C)c3)nnc2SCC(=O)NCc2ccco2)cc1,-3,5,-7,-2.2,0,-15,-4,-0.7,5,12
Cc1[nH][nH]c(=O)c1C=NCc1cccs1,-2,0,-3,-2.6,7,0,-2,-1.8,1,-24
Cc1cccc(C(=O)NNC(=O)c2c(O)c3ccccc3n(C)c2=O)c1,-3,-9,-3,-1.3,-1,-4,-6,1.0,3,-7
